TEAD-YAP block = TEAD-YAP interaction inhibition; HEK-TIYL cells, TEAD-Gal4/YAP UAS-luciferase luminescence; inhibition, % at 9.12 µM; 640,000 compounds, 1.4% hits; in the data active = inhibition above about 32%;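 note: 0% = median of test compound wells and 100% = reference inhibitor wells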
MITF inh = blocks human microphthalmia-associated transcription factor. O75030. AlphaScreen MITF homodimerization, bead proximity signal. inhibition, % at 2.6 µM. 650,000 compounds, 0.91% hits. AID 1259374; in the data active = inhibition above about 50%;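 note: 0% = vehicle wells with protein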
FBW7 act = activators of human E3 ligase FBW7 | normalized activity (activation), % at 26.1 µM | 650,000 compounds, 0.13% hits | Q969H0 | AlphaScreen FBW7–phospho-cyclin E peptide binding, activator screen; in the data active = normalized activity above about 1.9%;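 note: purified mutant Fbw7 with reduced substrate affinity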
Target sequence (Q969H0 whole entry, looked up): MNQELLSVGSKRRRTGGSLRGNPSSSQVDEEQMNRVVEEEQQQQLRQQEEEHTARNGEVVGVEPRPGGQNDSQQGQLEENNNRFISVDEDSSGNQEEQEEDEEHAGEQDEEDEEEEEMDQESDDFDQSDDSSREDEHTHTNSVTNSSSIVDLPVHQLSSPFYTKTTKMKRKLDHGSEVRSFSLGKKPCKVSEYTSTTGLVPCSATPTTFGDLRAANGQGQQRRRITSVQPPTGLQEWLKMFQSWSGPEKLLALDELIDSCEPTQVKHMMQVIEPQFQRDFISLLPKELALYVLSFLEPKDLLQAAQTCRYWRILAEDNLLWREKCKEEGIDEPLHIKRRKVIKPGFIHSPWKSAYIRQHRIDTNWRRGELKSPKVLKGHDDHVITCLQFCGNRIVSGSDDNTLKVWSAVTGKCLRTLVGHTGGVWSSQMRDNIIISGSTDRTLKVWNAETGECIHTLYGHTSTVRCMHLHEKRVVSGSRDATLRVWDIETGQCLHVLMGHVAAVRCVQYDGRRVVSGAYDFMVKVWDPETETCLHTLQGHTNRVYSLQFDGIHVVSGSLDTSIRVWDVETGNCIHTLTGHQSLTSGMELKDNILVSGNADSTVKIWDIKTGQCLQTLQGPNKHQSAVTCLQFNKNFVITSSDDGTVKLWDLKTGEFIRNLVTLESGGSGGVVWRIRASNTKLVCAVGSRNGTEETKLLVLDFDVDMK
GPR151 ag = human GPR151 activation; 650,000 compounds, 1% hits; activation, % at 11.2 µM; PathHunter beta-arrestin GPR151 cells, luminescence; in the data active = activation above about 4.9%;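 note: 0% = median of compound wells and 100% = cells with positive control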
* = called active by the depositor; x = not tested or not shown; & = joins results of further samples.

SMILES	TEAD-YAP block	MITF inh	FBW7 act	GPR151 ag
CCN(CC(=O)NC(C)(C)C)CN1C(=O)NC2(CCC(C)CC2)C1=O (configuration not stated)	-7	2	0.0	1.1
COc1ccc(C(N)=O)cc1NC(=O)CC(O)(C(F)(F)F)C(F)(F)F	-10	48	0.0	7.3*
O=C(Cc1c(O)c2ccccc2[nH]c1=O)NCC1CCCO1 (configuration not stated)	4	2	-0.2	1.9
N#CC(C#N)=C(c1ccccc1)c1ccccc1	1	-9	-0.3	-0.2
Cc1cc(NC(=O)c2ccccc2I)ccc1-c1cc2ccccc2oc1=O	-12	-7	0.1	2.3
O=C(Nc1nc(-c2cc([N+](=O)[O-])cs2)cs1)c1ccccc1Oc1ccccc1	-6	3	-0.2	0.2
O=C(Cc1cn(-c2ccc(Cl)nn2)c2ccccc12)NCc1ccccc1	-9	72*	0.0	0.9
c1ccc(OCCNc2ccnc(-c3cccs3)n2)cc1	8	13	-0.1	0.4
O=C(Nc1ccc2nc(-c3ccccc3)oc2c1)C1(c2ccccc2)CCCC1	9	0	0.0	-0.4
O=C1CCC(CCNCc2ccccc2F)N1CCCn1ccnc1 (configuration not stated)	-8	-12	-0.1	-0.9
O=[N+]([O-])c1cccc(NC(c2ccco2)c2ccc3cccnc3c2O)c1 (configuration not stated)	75*	82*	-1.9	2.3
COc1ccc(C(=O)Nc2cnn(Cc3ccc(Cl)cc3)c2)cc1[N+](=O)[O-]	19	0	0.1	-1.0
CCn1c(C(CC(C)C)NC(=O)Cc2ccccc2F)nc2cccnc21 (configuration not stated)	-4	-12	0.8	-0.1
COC(=O)COc1ccc(S(=O)(=O)Nc2ccc(Cl)cc2)cc1	-2	1	0.0	-0.5
CC(C)CC(=O)Nc1ccc(-c2nc3cc(Cl)ccc3o2)cc1	-31	8	0.1	1.7
O=C1OC(c2ccc(-c3ccccc3)cc2)=N/C1=C\c1ccccc1Cl	4	-2	0.0	0.7
CSc1ccccc1C(=O)Nc1nc(CN2CCc3ccccc3C2)cs1	-5	-5	-0.3	-0.2
Cc1ccc(S(=O)(=O)N2N=C3CCCCC3C2(O)C(F)(F)F)cc1 (configuration not stated)	-9	4	0.0	0.4
O=C(CCn1c(=O)sc2ccccc21)Nc1cc(F)ccc1F	-24	5	-0.1	-0.3
O=C(NCc1nnc2n1CCN(Cc1ccc(CO)o1)CC2)c1c(F)cccc1F	-12	-6	-0.1	2.4
CCOc1ccc(/C=N/Nc2nnc3c(n2)[nH]c2ccc(Br)cc23)c(O)c1	-4	14	0.3	-2.1
Cn1cccc(C(=O)NCCOc2cccc3cccnc23)c1=O	-7	11	0.5	0.3
CN(C(=O)c1cncc(Br)c1)c1ccc(O)cc1	2	-4	-0.1	-1.2
COc1ccc(CCNC(=O)CCc2nc3ccccc3c(=O)[nH]2)cc1OC	0	1	0.0	-0.6
C=CCCC(=O)N1CCC2(CC1)CC2C(=O)N1CCN(Cc2cccc(F)c2)CC1 (configuration not stated)	1	6	0.2	1.1

Next results.
SMILES	TEAD-YAP block	MITF inh	FBW7 act	GPR151 ag
O=C(C1CCOC1)N1CCOc2ccc(CN3CCc4ccccc4C3)cc2C1 (configuration not stated)	15	5	0.0	-0.3
CC(C)NC(=O)CSc1nc2[nH]ncc2c(=O)[nH]1	0	-6	-0.2	-1.2
CCc1nc(SCC(=O)c2ccc(C)cc2)n[nH]1	-13	-6	-0.1	1.4
CCCCCNC(=O)c1ccc2c(=O)n(CC3CCCO3)c(=S)[nH]c2c1 (configuration not stated)	-3	9	0.0	-0.5
C=CCN(c1ccc(OC)cc1)S(=O)(=O)c1cc(C(=O)OC)ccc1Cl	-3	4	0.1	1.7
O=C(c1ccc(NS(=O)(=O)c2ccccc2)cc1)N1CCOCC1	3	2	-0.1	0.3
CN(C)C(=S)SCC(=O)NCc1ccc(F)cc1	-39	-8	0.0	-0.4
Cc1ccc(C(=O)c2ccccc2C(=O)O)cc1	-4	25	0.4	1.9
CC(C)n1cnc2c(Nc3ccc4c(c3)OCO4)nc(Nc3ccncn3)nc21	-31	19	0.2	-1.1
CC(C)Oc1ccc(C2=NNC(=O)C2)cc1	23	0	-0.5	0.9
CCOC(=O)c1ccc(-c2ccc(/C=C3\SC(=Nc4cc(C)cc(C)c4)NC3=O)o2)cc1	4	-1	-0.5	0.0
Cn1c2c(c(=O)n(C)c1=O)C(c1ccc(F)cc1)C1=C(N2)c2ccccc2C1=O (configuration not stated)	16	7	0.3	0.0
COc1cc(/C(C)=N/NC(=O)c2ccc(C)o2)ccc1O	-34	-9	-0.2	-0.1
C[C@@H](c1ccccc1)N1C(=O)[C@H]2[C@H]3[C@H](O)[C@H](O)C/C(=N\OC[C@@H](O)COCc4ccco4)[C@@H]3CC[C@H]2C1=O	x	13	0.6	0.1
O=C(CNC(=O)c1cccc(Br)c1)N/N=C/c1ccc(O)c([N+](=O)[O-])c1	-22	4	-0.2	0.8
CC(=O)N1CC=C2C(C#N)=C(N)C(C#N)(C#N)C(c3ccc(F)cc3F)C2C1 (configuration not stated)	12	6	-0.3	-0.4
CCN(CC)c1ccc(NC(=O)c2c(C)c(-c3ccc(Cl)cc3Cl)nc3ccccc23)cc1	3	-3	0.1	0.7
C=C/C=C(/C=C1/C(=O)NC(=O)N(C)C1=O)\C=C\CSC	-9	13	-0.3	-0.9
Cc1ccc(-n2[nH]c(C)c(C=Nc3cccc(O)c3)c2=O)cc1	12	11	0.4	0.5
C=CCN1C(=O)NC(=O)/C(=C\c2cn(Cc3ccccc3)c3ccccc23)C1=O	10	6	0.1	0.3
CCNC(=O)CCCc1nc(-c2ccc(Cl)cc2)no1	-12	3	-0.1	-2.9
Cc1c(C(N)=O)sc2ncn(Cc3ccc(F)cc3)c(=O)c12	-2	-1	0.0	0.3
CN(C)C(=O)C1C2NC(=S)N(c3cccc(Br)c3)C1(C)Oc1ccccc12 (configuration not stated)	-2	16	-0.1	1.3
COc1ccc(-c2noc(CN3CCCC(c4ccccc4)C3)n2)c(OC)c1OC (configuration not stated)	-5	9	0.0	0.3
Cc1nc2nc(CN)nn2c(C)c1CCC(=O)NC1CCCCC1	13	2	-0.2	0.7

Entries of single compounds, quoted from the list. Values in the order: TEAD-YAP block	MITF inh	FBW7 act	GPR151 ag
CCN(CC)c1ccc(NC(=O)c2c(C)c(-c3ccc(Cl)cc3Cl)nc3ccccc23)cc1 is listed as 3	-3	0.1	0.7
Cc1c(C(N)=O)sc2ncn(Cc3ccc(F)cc3)c(=O)c12 is listed as -2	-1	0.0	0.3
CN(C)C(=S)SCC(=O)NCc1ccc(F)cc1 is listed as -39	-8	0.0	-0.4
Cn1c2c(c(=O)n(C)c1=O)C(c1ccc(F)cc1)C1=C(N2)c2ccccc2C1=O (configuration not stated) is listed as 16	7	0.3	0.0
CC(C)Oc1ccc(C2=NNC(=O)C2)cc1 is listed as 23	0	-0.5	0.9

Remaining list, next part.
SMILES	TEAD-YAP block	MITF inh	FBW7 act	GPR151 ag
O=C(Nc1cccc(F)c1)Nc1ccnn1C1CCN(C(=O)c2ccccn2)CC1	-20	-1	-0.1	-0.5
CN(CC(=O)Nc1cccc(Cl)c1)S(=O)(=O)c1cccs1	-7	6	-0.1	1.7
O=CNC(=O)c1ccccc1C(=O)O	0	10	0.2	0.0
O=C(C1CCCN(S(=O)(=O)c2ccc(F)cc2)C1)N1CCCCCC1 (configuration not stated)	13	20	0.4	-0.3
O=C(CCc1ccccc1)N1N=C(c2ccncc2)CC1(O)C(F)(F)F (configuration not stated)	-3	0	-0.3	0.9
CCOC(=O)N1CCC(N(CCN(C)C)C(=S)Nc2cccc(F)c2)CC1	-3	-2	-0.1	-0.6
COc1ccc(O)c(/C=N/Nc2ccccn2)c1	-55	73*	-0.4	-0.5
CCOC(=O)c1cnc2cc(-c3ccc(OC)cc3)[nH]n2c1=O	-7	1	0.6	-0.5
CC(=O)NN1C(=O)/C(=C/c2ccc(C#N)cc2)SC1=S	0	4	-0.2	-0.1
O=C(Nc1ccc([N+](=O)[O-])cc1[N+](=O)[O-])c1ccncc1	3	3	0.1	-0.7
CN1CCN(Cc2ccc(-c3cccc(Cl)c3)o2)CC1CCO (configuration not stated)	-23	-2	-0.1	0.7
O=C(Nc1ccc(Br)c2cccnc12)c1cc(F)c(F)cc1Cl	3	4	0.0	-1.0
CN(C)CCn1c(=S)[nH]c2ccccc2c1=O	-13	7	0.0	-1.1
COc1ccc(-c2nc(C)oc2-c2ccc(OC)cc2)cc1	-6	21	0.7	-1.9
Cc1nc(N)sc1C(=O)N/N=C/c1cccnc1	-17	5	-0.1	-1.9
CC(C)NC(=O)CN(Cc1ccccc1)S(=O)(=O)c1ccc(Br)cc1	2	11	0.3	0.0
CCCc1c(OCCCCc2nn[nH]n2)ccc(C(C)=O)c1O	9&8	2&11&-8	0.0&-0.2	-0.2&-1.1&2.7
COc1ccccc1CNC(=O)c1c(-c2ccccc2Cl)noc1C	-11	-3	0.1	0.3
CCN1C(=O)NC(=O)/C(=C\c2cc(C)n(-c3ccccc3)c2C)C1=O	-3	19	-0.7	1.8
CC(C)Nc1nc(NC(C)C)nc(N2CC(=O)N=C2N)n1	-8	-5	-0.1	-0.5
Cc1ccc(Cn2c(SCC(=O)N3CCC(C)CC3)nc3ccsc3c2=O)cc1	-1	4	-0.1	-0.6
COc1ccc(C2C(C(=O)N3CCN(c4ccccc4OC)CC3)c3ccccc3C(=O)N2C2CCCCC2)cc1 (configuration not stated)	-2	17	-0.1	0.4
COC(=O)c1ccc(CNC2CCN(c3cccc(NC(=O)c4ccncc4)c3)CC2)cc1	-6	2	0.0	-1.2
O=C(O)c1ccc(-n2nnnc2Oc2cccc3cccnc23)cc1	-12	23	-0.2	-1.4
CCOP(=O)(OCC)C(Nc1cccc([N+](=O)[O-])c1)c1ccc(N(C)C)cc1 (configuration not stated)	1	-3	-0.1	-0.1

Next part:
SMILES	TEAD-YAP block	MITF inh	FBW7 act	GPR151 ag
C=CCNC(=O)c1c(N)n(CCCN2CCOCC2)c2nc3ccccc3nc12	-9	18	0.6	0.6
CCCNC(=O)CSc1ncnc2c1sc1nc3ccccc3cc12	-3	-4	-0.1	0.5
CCc1ccc(S(=O)(=O)Nc2ccc3oc(C)c(C(=O)OC)c3c2)cc1	60*	-5	-0.2	3.3
S=c1cc(-c2ccccc2)oc2c1CCCC2	-8	3	0.0	1.4
OC(COc1ccccc1CNC1CCOCC1)CN1CCc2ccccc2C1 (configuration not stated)	2	-7	0.0	3.2
CN1CCN(C2=CC3=CC(=C(C#N)C#N)CCC3CC2)CC1 (configuration not stated)	9	-9	-0.2	-2.0
Oc1ccc2c3c1CCCN3CCC2	-7	-10	-0.2	-1.0
CCCC(=O)c1ccc(O)cc1	-1	-3	0.0	0.0
COc1ccc(C(=O)N2CCc3ccccc32)cc1[N+](=O)[O-]	0	16	0.0	-1.1
CS(=O)(=O)C1Cc2ccccc2CN1C(=O)NC1CCCc2ccccc21 (configuration not stated)	-4	-1	0.0	0.1
COc1ccc(OCC(O)CN2C(=O)c3ccccc3C2=O)cc1 (configuration not stated)	6	4	-0.6	1.6
C/C(N)=C(/C#N)C(=O)COC(=O)C1(C)CC1(Cl)Cl (configuration not stated)	0	0	0.0	-1.7
Cc1ccccc1N(C)S(=O)(=O)c1nnc(NC(=O)c2cccc(Cl)c2)s1	9	-6	0.0	1.8
CCOC(=O)c1nn(-c2ccccc2)c(=O)c2c(NC(=O)CC)scc12	2	-13	-0.1	0.0
CCOC(=O)CNC(=O)N1CCCC(CCC(=O)NCc2cccc(OC)c2)C1 (configuration not stated)	3	6	-0.1	0.0
CC(C)c1ccc(NC(=O)Cn2ncc3c2-c2ccccc2OC3)cc1	-20	-4	-0.1	-0.7
Cc1ccc2c(CNCc3ccccc3)c(C(=O)O)n(Cc3ccccc3)c2c1	2	-4	0.1	1.2
CCOc1ccccc1C(=O)Nc1cccc(CC)c1	4	1	0.3	1.4
NC(=O)c1ccc(-c2nc(NCc3cccc(C(F)(F)F)c3)c3ncn(Cc4ccc(C(F)(F)F)cc4)c3n2)cc1	12	2	0.6	1.3
CC1CCCCN1Cc1ccc(N(C)C)cc1 (configuration not stated)	0	15	0.2	-0.4
COC1=CC(=NS(=O)(=O)c2ccc(C)cc2)C=C(OC)C1=O	8	25	-0.2	-0.2
CC1=C(C(=O)Nc2ccccc2)C(c2cccs2)C(C#N)=C(SCC(=O)c2ccc(C)cc2)N1 (configuration not stated)	5	-4	0.2	0.7
COc1cccc(C(=O)N2CCN(S(=O)(=O)c3ccc(F)cc3)CC2)c1	-2	17	-0.2	2.6
Cc1cc(C)c(C#N)c(SCc2[nH]nc3c2C(c2ccccc2)C(C#N)=C(N)O3)n1 (configuration not stated)	7	16	0.2	0.8
C/C(=N\NC(=O)CNC(=O)c1ccc(Cl)cc1)c1ccc(F)cc1	-17	4	0.0	-0.5

Part of the list above, with values under each structure.
Second line of a record: TEAD-YAP block, MITF inh, FBW7 act, GPR151 ag
> CC(C)Nc1nc(NC(C)C)nc(N2CC(=O)N=C2N)n1
 : -8, -5, -0.1, -0.5
> Cc1ccc(Cn2c(SCC(=O)N3CCC(C)CC3)nc3ccsc3c2=O)cc1
 : -1, 4, -0.1, -0.6
> COc1ccc(C2C(C(=O)N3CCN(c4ccccc4OC)CC3)c3ccccc3C(=O)N2C2CCCCC2)cc1 (configuration not stated)
 : -2, 17, -0.1, 0.4
> COC(=O)c1ccc(CNC2CCN(c3cccc(NC(=O)c4ccncc4)c3)CC2)cc1
 : -6, 2, 0.0, -1.2
